Screening results from PubChem.
WRN inhibitor: qHTS for Inhibitors of WRN Helicase; Potency, µM (highest dose often 114 µM), for the others: at the highest dose activity change, negative = inhibition, usual class: inhibitors; Bifunctional 3'-5' exonuclease/ATP-dependent helicase WRN (Homo sapiens), Q14191; 360,000 tested, 0.46% active; WRN helicase unwinding, fluorescent forked duplex, kinetic; note: potency is the fitted concentration of half-maximal effect; % is set by controls: 0 for no effect and ±100 for the full control effect; nearly all actives have a fitted effect of over 55% in size
Target sequence (Q14191 whole entry, looked up): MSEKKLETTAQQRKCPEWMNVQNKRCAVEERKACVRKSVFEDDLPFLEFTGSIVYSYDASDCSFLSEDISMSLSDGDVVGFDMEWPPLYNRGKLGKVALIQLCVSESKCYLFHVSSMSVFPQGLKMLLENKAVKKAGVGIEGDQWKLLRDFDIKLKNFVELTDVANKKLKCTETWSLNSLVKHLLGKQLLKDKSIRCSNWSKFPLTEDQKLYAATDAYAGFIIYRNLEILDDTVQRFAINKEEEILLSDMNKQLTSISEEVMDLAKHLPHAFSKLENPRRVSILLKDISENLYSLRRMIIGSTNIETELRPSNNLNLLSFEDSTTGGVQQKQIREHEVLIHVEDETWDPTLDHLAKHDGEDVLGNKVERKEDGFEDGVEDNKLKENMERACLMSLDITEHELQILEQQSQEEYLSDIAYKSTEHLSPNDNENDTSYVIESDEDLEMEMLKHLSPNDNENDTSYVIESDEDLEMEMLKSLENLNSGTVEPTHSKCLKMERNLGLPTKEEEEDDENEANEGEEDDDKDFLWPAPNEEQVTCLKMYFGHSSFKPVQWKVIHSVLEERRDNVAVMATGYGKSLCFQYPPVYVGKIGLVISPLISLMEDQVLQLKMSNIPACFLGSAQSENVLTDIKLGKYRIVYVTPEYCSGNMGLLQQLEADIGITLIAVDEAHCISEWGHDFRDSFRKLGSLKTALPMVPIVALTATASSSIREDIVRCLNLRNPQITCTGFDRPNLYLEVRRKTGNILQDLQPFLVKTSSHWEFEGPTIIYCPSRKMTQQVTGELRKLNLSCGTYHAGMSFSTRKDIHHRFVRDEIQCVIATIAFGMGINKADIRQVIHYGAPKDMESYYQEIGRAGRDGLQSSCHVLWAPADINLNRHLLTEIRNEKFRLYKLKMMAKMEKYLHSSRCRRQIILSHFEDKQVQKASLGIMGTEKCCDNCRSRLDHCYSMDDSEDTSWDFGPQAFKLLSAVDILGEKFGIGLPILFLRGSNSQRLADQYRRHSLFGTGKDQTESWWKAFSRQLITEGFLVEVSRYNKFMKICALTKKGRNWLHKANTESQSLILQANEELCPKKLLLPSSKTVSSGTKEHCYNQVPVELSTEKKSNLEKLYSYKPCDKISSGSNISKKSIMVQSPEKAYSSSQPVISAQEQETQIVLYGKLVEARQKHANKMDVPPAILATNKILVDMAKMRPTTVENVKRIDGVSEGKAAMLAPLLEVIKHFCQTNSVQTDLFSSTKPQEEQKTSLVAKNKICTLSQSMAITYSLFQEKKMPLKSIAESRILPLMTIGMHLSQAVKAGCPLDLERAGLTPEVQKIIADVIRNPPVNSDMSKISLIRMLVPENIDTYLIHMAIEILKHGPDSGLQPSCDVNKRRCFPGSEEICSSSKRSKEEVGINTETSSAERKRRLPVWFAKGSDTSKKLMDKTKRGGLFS
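WRN at 20 nM final was preincubated with compound for 15 min at room temperature; reaction started with 100 nM forked duplex oligonucleotide carrying fluorophore and quencher plus 2 mM ATP (final). Unwinding followed kinetically by red fluorescence (ex 525/em 598 nm).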
HT1080 IDH1KD tx: qHTS for induction of synthetic lethality in tumor cells producing 2HG: qHTS for the HT-1080-IDH1KD cell line | HT-1080 IDH1 knockdown viability, ATP luminescence, 48 h | AID 686971, 2013 | Potency, µM (doses to about 46.1 µM), inactives show at the top dose activity, negative = toxicity, most hits filed as cytotoxic | 360,000 tested, 2% active;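 note: potency is the fitted concentration of half-maximal effect; 0% = DMSO wells and -100% = cell-free medium wells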
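CellTiter-Glo luminescence after 48 h compound exposure at 37 degrees C of IDH1-knockdown HT-1080 cells in 5% FBS RPMI. %Activity scaled between DMSO wells and cell-free media wells, with curves fitted and assigned curve classes.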
ATXN2 expr inh: Primary qHTS for Inhibitors of ATXN expression; HEK-293 ATXN2-luciferase reporter, luminescence, 24 h; 360,000 tested, 0.72% active; Potency, µM (top dose mostly 57 µM), inactives show at the top dose activity change, negative = inhibition, actives largely listed as inhibitors; AID 1745845, 2022; note: potency is the fitted concentration of half-maximal effect; % is set by controls: 0 for no effect and ±100 for the full control effect; nearly all actives have a fitted effect of over 55% in size
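qHTS (up to 57 uM final) was run with 24 h compound exposure of reporter cells at 37 °C. Each well was multiplexed: SteadyGlo luminescence measured ATXN2-luciferase expression after a fluorogenic Gly-Phe-AFC viability readout (25 uM final).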
HT1080NT lethal: qHTS for induction of synthetic lethality in tumor cells producing 2HG: qHTS for the HT-1080-NT fibrosarcoma cell line; HT-1080-NT fibrosarcoma viability, CellTiter-Glo ATP luminescence, 48 h; Potency, µM (series often up to 46.1 µM), inactives show at the top dose activity, negative = less viability, most hits filed as cytotoxic; 360,000 tested, 1.6% active;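 note: NT is the 2HG producing partner of a matched IDH1 knockdown line; potency is the fitted concentration of half-maximal effect; 0% = DMSO-treated cells and -100% = media-only wells without cells; nearly all actives have a fitted effect of over 55% in size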
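Luminescent CellTiter-Glo readout after 48 hours of compound exposure at 37 degrees C defined viability of HT-1080-NT cells. Activity was normalized to DMSO wells and cell-free media wells; concentration-response curves were fitted and assigned curve classes.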
IL1B secr inh: qHTS for Inhibitors of Inflammasome Signaling: IL-1-beta AlphaLISA Primary Screen | THP-1 LPS/ATP IL-1B secretion, AlphaLISA, 16 h; active compounds read low | activity change, % at 57.5 µM | 360,000 tested, 4.7% active | AID 743279, 2014; in the data active = activity change below about -50%; inconclusive = mostly about -30% to -49%; note: % is set by controls: 0 for no effect and ±100 for the full control effect
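Secreted IL-1B measured by AlphaLISA bead assay after 16 h compound exposure of THP-1 cells; compounds (final up to 57.5 uM) added 1 h before LPS (250 ng/mL) and ATP (1.25 mM) stimulation; lower signal means less secretion.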
MCF10A rereplic: A quantitative high throughput screen for small molecules that induce DNA re-replication in MCF 10a normal breast cells. MCF 10A DNA re-replication, Hoechst nuclear intensity, 48 h. Potency, µM (series often up to 46.1 µM), inactives show at the top dose activity, positive = re-replication, actives largely listed as activators. 350,000 tested, 2.9% active; note: potency is the fitted concentration of half-maximal effect; % of control where 0% means no effect; nearly all actives have a fitted effect of over 50% in size
SW480 rereplic: A quantitative high throughput screen for small molecules that induce DNA re-replication in SW480 colon adenocarcinoma cells | AID 624297, 2012 | Potency, µM (highest dose often 46.1 µM), for the others: top-dose re-replication activation, hits mostly activators | SW480 DNA re-replication, Hoechst DNA content imaging, 48 h | 340,000 tested, 1.8% active; note: potency is the fitted concentration of half-maximal effect; % of control where 0% means no effect; nearly all actives have a fitted effect of over 55% in size
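Quantitative HTS format with DMSO vehicle controls; 48 hr drug incubation at 37 C, then 40 min Hoechst staining and scanning imager measurement at 405 nm excitation.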
KB-V1 cytotox: qHTS assay for MDR1-selective chemotherapeutics: Primary screen using the drug-selected MDR subline cells KB-V1. 400,000 tested, 3.4% active. KB-V1 MDR cells viability, CellTiter-Glo, 72 h. AID 1347076, 2019. Potency, µM (doses to about 46.1 µM), inactives show at the top dose activity change, negative = cytotoxicity, actives largely listed as cytotoxic; note: potency is the fitted concentration of half-maximal effect; % is set by controls: 0 for no effect and ±100 for the full control effect; nearly all actives have a fitted effect of over 60% in size
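Following 72 h at 37 degrees C with compound, KB-V1 cell viability was read by CellTiter-Glo luminescence, medium being phenol-red-free DMEM plus 10% FBS; concentration-response parameters came from normalized, curve-fitted qHTS data.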
KB-3-1 cytotox: qHTS assay for MDR1-selective chemotherapeutics: Primary screen using the parental adenocarcinoma cell KB-3-1 | AID 1347075, 2019 | KB-3-1 viability, CellTiter-Glo ATP luminescence, 72 h | 400,000 tested, 1.4% active | Potency, µM (series often up to 46.1 µM), for the others: top-dose activity change, negative = cytotoxic, usual class: cytotoxic; note: potency is the fitted concentration of half-maximal effect; % is set by controls: 0 for no effect and ±100 for the full control effect; nearly all actives have a fitted effect of over 60% in size
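KB-3-1 parental drug-naive adenocarcinoma cells in DMEM/10% FBS, incubated 72 h at 37 C with pin-transferred compounds across a concentration series. Viability by CellTiter-Glo luminescence; concentration-response curves fitted after normalization.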
An asterisk follows results filed as active; ? = inconclusive; / = not tested or not shown; [ ] = dose if it differs, or a comment. Unless noted, calls come from the whole dose curve; as a rule, active = well fitted curve in the direction sought with a large enough effect; inconclusive = small, poorly fitted or top-dose-only effect, or another doubt; inactive = no such curve, though single readings can be large; an effect the other way counts as inactive or inconclusive. The order is random. Share with any hit: about 12%.

Structure	MCF10A rereplic	KB-V1 cytotox	HT1080 IDH1KD tx	SW480 rereplic	HT1080NT lethal	KB-3-1 cytotox	IL1B secr inh	ATXN2 expr inh	WRN inhibitor
COc1ccccc1CN1CC(C(=O)NCCc2ccccc2Cl)CCC1=O (centres undefined)	1%	-3%	2%	-2%	5%	2%	28	/	-2%
Cc1cc(C)n2nc(SCn3nnc4ccccc4c3=O)nc2n1	18%	-10%	-4%	1%	2%	-7%	0	7%	-18%
Cc1nn(S(=O)(=O)N2CCCCC2)c(C)c1Br	0%	-28%	-23%	?	-7%	0%	-11	10%	1%
O=C(c1ccc2oc(CCc3ccccc3)nc2c1)N1CC[C@H](O)C1	-4%	21%	0%	0%	-3%	4%	2	/	-6%
COc1cc(OC)cc(-c2nc3ccccc3c(=O)n2OC(=O)c2ccc(Br)cc2)c1	-9%	?	-27%	?	-8%	0%	-9	-46%	-10%
COc1ccc(CSc2nnc(NC(C)=O)s2)cc1[N+](=O)[O-]	-1%	6%	23%	-45%[inhibitor]	30%	0%	7	-19%	-2%
COc1ccc(-n2nnnc2SC(C)C(=O)NC2CCCC2)cc1 (centres undefined)	-5%	-13%	-1%	-5%	2%	-10%	5	/	-7%
CC12CCC(C(=O)N(CSC(=S)N/N=C\c3ccccc3O)C1=O)C2(C)C (centres undefined)	?	0%	?	?	?	9%	99	?	-20%
O=C(OC1CCN(c2ncc(C(F)(F)F)cc2Cl)CC1)c1ccccc1	1%	-3%	12%	0%	15%	8%	-10	-8%	-15%
N#CC1=C(N)N=C(SCc2cccc3ccccc23)C(C(N)=O)C12CCCCC2 (centres undefined)	?	?	-14%	5%	-1%	0%	-23	-23%	-11%
Nc1nc2c(nc(Br)n2[C@@H]2O[C@@H]3COP(=O)(O)O[C@H]3[C@H]2O)c(=O)[nH]1	-8%	6%	-3%	-43%[inhibitor]	-18%	0%	-4	6%	0%
Cc1ccccc1NC(=O)NCCCN1CCN(C2CCCCC2)CC1	1%	-15%	6%[9.24 µM]	-1%	3%	11%	27	3%	5%
O=C(CSc1ccc(Cl)cc1)Nn1cnnc1	2%	20%	-4%	-2%	0%	-4%	-5	5%	-34%
COc1ccccc1CNC(=O)c1cnc2sccn2c1=O	0%	4%	0%	-7%	-1%	-14%	-18	1%	0%
O=C(Nc1ccccc1Cl)c1cccc(NC(=O)c2cccs2)c1	1%	-18%	11%	-2%	-1%	-27%	10	-2%	-32%
COC(=O)c1c(NC(=O)c2ccnn2C)sc(C)c1C	5%	7%	6%	-9%	22%	6%	15	-5%	-2%[57.1 µM]
COc1nnc(-c2ccc(C)c(S(=O)(=O)NC(C)C)c2)c2ccccc12	?	-12%	2%	-2%	14%	3%	0	-17%	0%
CCCSCCCNC(=O)c1ccc(NC(=O)C2=CSCCO2)cc1	3%	0%	2%	-2%	-9%	-1%	?	16%	2%
Cc1ccc(OCC(=O)NCCO)cc1C	6%	-1%	4%	-19%	1%	-7%	10	3%	-1%
CCNC(=O)C1(C)CCCN1C(=O)c1cc(OC)c(OC)c(OC)c1 (centres undefined)	/	-1%	12%	/	?	0%	30	-8%	-6%

The list goes on, starting with the last two of the part before.
Structure	MCF10A rereplic	KB-V1 cytotox	HT1080 IDH1KD tx	SW480 rereplic	HT1080NT lethal	KB-3-1 cytotox	IL1B secr inh	ATXN2 expr inh	WRN inhibitor
Cc1ccc(OCC(=O)NCCO)cc1C	6%	-1%	4%	-19%	1%	-7%	10	3%	-1%
CCNC(=O)C1(C)CCCN1C(=O)c1cc(OC)c(OC)c(OC)c1 (centres undefined)	/	-1%	12%	/	?	0%	30	-8%	-6%
O=C(C1CCN(Cc2ccc(F)cc2)CC1)N1CCN(C/C=C/c2ccccc2)CC1	?	-28%	?	?	-25%	-14%	-25	?	-18%
Cc1cccc(NC(=O)COC(=O)c2ccc3c(c2)OCO3)c1C	-11%	21%	6%	-22%	11%	21%	-11	-15%	-3%
CC1(C)Oc2ccc3ccc(=O)oc3c2/C(=C/O)C1=O	-1%	0%	4%	-3%	-1%	-1%	-3	-15%	0%
CCOc1cc(N2CCOCC2)c(OCC)cc1NC(=O)COC(=O)c1ccc(Cl)nc1	-4%	7%	17%	-7%	1%	6%	-5	-7%	10%
C[C@H]1CN([C@@H](C)CO)C(=O)CCCn2cc(nn2)CO[C@@H]1CN(C)C(=O)Nc1ccc2c(c1)OCCO2	/	-2%	0%	/	0%	-15%	7	24%	8%
Cc1cc2oc(=O)cc(-c3ccccc3)c2c(C)c1-c1ccc(O)cc1	15%	2%	-8%	-4%	-10%	?	0	-25%	-13%
CC(C)(C)N(Cc1ccccc1)C(=O)COC(=O)CCN1C(=O)C2CC=CCC2C1=O (centres undefined)	9%	-4%	-12%	-10%	-2%	16%	24	-7%	-3%
CC1CCc2nc(NC(=O)C3CCCO3)sc2C1 (centres undefined)	-5%	-3%	14%	-6%	9%	18%	-7	-15%	6%
Cc1c(NC(=O)c2ccc(S(=O)(=O)N3CC(C)OC(C)C3)cc2)c(=O)n(-c2ccccc2)n1C (centres undefined)	10%	?	5%	-11%	15%	1%	12	/	6%
Cc1nnc(N2CCOCC2)c2nn(-c3ccccc3)c(C)c12	-4%	?	-4%	-3%	0%	9%	2	-13%	3%
Cc1ccccc1C(=O)N1CCC(C(=O)N(CC(C)C)c2c(N)n(Cc3ccccc3)c(=O)[nH]c2=O)CC1	2%	22%	8%	-4%	6%	1%	-2	12%	6%
O=C(COC(=O)c1ccc(O)cc1O)Nc1ccc(Cl)cn1	-7%	-15%	6%	?	0%	5%	35	-16%	-17%
Cc1cccc(CC2SC(N3CCN(c4ccccc4)CC3)=NC2=O)c1 (centres undefined)	-2%	14%	9%	0%	8%	-14%	-2	10%	-6%[57.1 µM]
CN(C)S(=O)(=O)c1ccc(NC(=O)Cc2ccc(S(=O)(=O)N3CCOCC3)s2)cc1	-13%	1%	0%	?	-4%	-2%	12	-13%	0%[11.6 µM]
CC[C@]12c3[nH]c4ccccc4c3CCN1C(=O)C(CC(=O)NCc1ccco1)C[C@@H]2C(=O)N1CCN(C(=O)C2CC2)CC1 (some centres undefined)	-7%	-8%	2%	?	0%	-7%	1	4%	-1%
Cc1ccc2cc(C(c3nnnn3C3CCCC3)N3CCOCC3)c(=O)[nH]c2c1C (centres undefined)	2%	?	2%	2%	4%	3%	5	12%	1%
O=[N+]([O-])c1cc([N+](=O)[O-])c(Oc2ccc(F)cc2F)cc1NN1CCCCC1	-27%	-19%	0%	-6%	29%	-3%	24	9%	1%
CC1=C(C(=O)OC(C)C)C(c2cccnc2)C2=C(CC(C)(C)CC2=O)N1 (centres undefined)	1%	-18%	1%	-5%	-4%	-1%	54	2%	0%
CCCCn1c(N)c(N(CCOC)C(=O)CC2CCCCC2)c(=O)[nH]c1=O	0%	7%	-7%	4%	-5%	-7%	13	0%	7%
CN(C)c1ccc(-c2ccnc3c2CC(C)(C(=O)Nc2cccc(Oc4ccccc4)c2)O3)cc1 (centres undefined)	/	2%	-11%	/	-1%	0%	36	-11%	-1%

(listing goes on)
Structure	MCF10A rereplic	KB-V1 cytotox	HT1080 IDH1KD tx	SW480 rereplic	HT1080NT lethal	KB-3-1 cytotox	IL1B secr inh	ATXN2 expr inh	WRN inhibitor
CCCn1c(=S)[nH]c2sc3c(c2c1=O)CCCC3	18%	-27%	-5%	?	-2%	?	81	-21%	-26%
COc1ccc(CN2CCN(C(=O)CC(C)C)CC2)c(OC)c1OC	-11%	-3%	9%	-3%	12%	7%	7	6%	-16%
CC1CN(C(=O)CCC(=O)N2CCN(c3cccc(C(F)(F)F)c3)CC2)c2ccccc2O1 (centres undefined)	?	-27%	-21%	-26%	-7%	0%	-22	?	-7%[57.1 µM]
Cn1nc(C(=O)OCC(=O)Nc2ccc(F)cc2Cl)c2ccccc2c1=O	0%	?	21%	-8%	3%	18%	4	5%	-2%
CC(C)(C)c1ccc(OCCNC(=S)NC(=O)c2cccnc2)cc1	27%	0%	-2%	-1%	4%	0%	11	-8%	-3%
CCOC(=O)CN(C(=O)CN1CCOCC1)c1ccc(Br)cc1	-1%	3%	3%	-1%	-1%	-8%	-8	-1%	4%
COc1ccc(OC)c(NC(=O)C2(C)CCN2Cc2ccccc2OC(F)F)c1 (centres undefined)	/	-24%	-15%	/	?	0%	-17	6%	-7%
Cc1cccc(NC(=O)CSCC(=O)Nc2cc(C(F)(F)F)ccc2N2CCOCC2)c1	/	-2%	?	/	-29%	-2%	-7	/	-4%
